High-throughput results: PubChem, National Center for Advancing Translational Sciences (NCATS)
Lamin A splicing: modulators of lamin A splicing. 200,000 tested, 0.01% active. Potency, µM (top dose mostly 46.1 µM), for the others: at the top dose ratio change, negative = inhibition, usual class: inhibitors. AID 1487. HeLa LMNA splicing GFP/RFP minigene ratio, 48 h; active = well fitted inhibition curve with a large enough effect in the signal ratio, with a control signal flat, not every such curve was filed as active; inconclusive = small, poorly fitted or top-dose-only effect, or effect the other way, or a change in a side signal; the % refers to the signal ratio; note: potency is the fitted concentration of half-maximal effect; % is set by controls: 0 for no effect and ±100 for the full control effect
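S3 HeLa cells stably expressing lamin A-EGFP splicing minigene plus DsRed2, 600 cells/well, 48 h compound exposure at 37C. Laser-scanning cytometry; analysed as GFP (500-530 nm)/RFP (575-640 nm) total intensity ratio; 0.5% DMSO vehicle.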
NPSR antagonist: antagonists of human neuropeptide S receptor cAMP signaling. AID 1461. Potency, µM (titrated, usually from 38.3 µM), without a hit: top-dose activity change, negative = inhibition, usual class: inhibitors. Q6W5P4. CHO-NPSR cells, cAMP TR-FRET, antagonist mode. 220,000 tested, 1% active; note: potency is the fitted concentration of half-maximal effect; % is set by controls: 0 for no effect and ±100 for the full control effect; nearly all actives have a fitted effect of over 50% in size; many of its hits are not listed in these tables
Target sequence (Q6W5P4 whole entry, looked up): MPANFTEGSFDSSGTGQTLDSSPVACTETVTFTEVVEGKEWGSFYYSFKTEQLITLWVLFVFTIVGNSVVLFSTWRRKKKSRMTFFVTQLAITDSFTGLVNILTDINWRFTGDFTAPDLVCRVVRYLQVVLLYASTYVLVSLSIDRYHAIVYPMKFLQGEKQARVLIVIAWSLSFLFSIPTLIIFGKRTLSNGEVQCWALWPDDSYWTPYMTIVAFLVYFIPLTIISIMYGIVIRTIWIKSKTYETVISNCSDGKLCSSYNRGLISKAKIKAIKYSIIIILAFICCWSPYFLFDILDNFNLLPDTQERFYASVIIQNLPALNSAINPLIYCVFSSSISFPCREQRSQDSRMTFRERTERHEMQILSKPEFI
CBFb RUNX1 block: CBF-beta/RUNX1 interaction disruption; Q01196+Q13951; AlphaScreen CBFb-His/RUNX1-biotin binding, biochemical; Potency, µM (doses to about 59.8 µM), for the others: top-dose activity, negative = inhibition, actives largely listed as inhibitors; 230,000 tested, under 10 active; AID 1477; note: % of control where 0% means no effect
Target sequence (Q01196 whole entry, looked up): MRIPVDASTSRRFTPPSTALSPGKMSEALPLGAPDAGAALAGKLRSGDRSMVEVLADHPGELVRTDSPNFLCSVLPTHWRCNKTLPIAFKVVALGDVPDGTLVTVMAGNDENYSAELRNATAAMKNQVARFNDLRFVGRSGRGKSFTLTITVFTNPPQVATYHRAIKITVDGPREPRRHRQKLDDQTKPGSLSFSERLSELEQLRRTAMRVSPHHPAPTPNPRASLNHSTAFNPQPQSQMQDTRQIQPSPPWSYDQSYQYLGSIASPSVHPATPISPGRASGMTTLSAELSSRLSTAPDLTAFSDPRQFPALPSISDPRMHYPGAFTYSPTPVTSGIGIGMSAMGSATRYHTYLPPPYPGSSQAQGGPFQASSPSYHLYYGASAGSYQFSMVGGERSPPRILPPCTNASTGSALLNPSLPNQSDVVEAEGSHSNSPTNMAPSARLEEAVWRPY
Target sequence (Q13951 whole entry, looked up): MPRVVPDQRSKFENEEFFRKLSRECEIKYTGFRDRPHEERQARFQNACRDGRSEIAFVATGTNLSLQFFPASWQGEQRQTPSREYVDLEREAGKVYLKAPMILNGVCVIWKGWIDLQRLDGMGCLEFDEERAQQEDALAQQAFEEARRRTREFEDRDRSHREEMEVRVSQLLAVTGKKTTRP
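AlphaScreen proximity signal reports loss of binding between His-tagged CBF-beta and biotin-labelled RUNX1, each at 30 nM. Proteins are pre-associated for 20 minutes, compounds added for 15 minutes, then beads for 90 minutes, all at ambient temperature.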
Epigenetic derep: derepresses silenced GFP reporter in murine cells | murine LDR cells, GFP reporter derepression, 30 h | Potency, µM (series often up to 53.9 µM), for inactives: at the top dose GFP activation, most hits filed as activators | 280,000 tested, 0.2% active | AID 1865; note: potency is the fitted concentration of half-maximal effect; % of control where 0% means no effect; nearly all actives have a fitted effect of over 60% in size
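Reporter derepression read as number of fluorescent GFP-positive objects, 20-120 um in size, counted by laser-scanning cytometer. Mouse LDR line with an epigenetically silenced CMV-GFP locus; compound incubation 30 h, 37 C.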
IMPase Li cell: membrane-permeable IMPase blocker, potentiated with lithium; CHO-M1 cells, IP1 TR-FRET (IP-One), carbachol + lithium; Potency, µM (series often up to 59.4 µM), for inactives: at the top dose activity, negative = IMPase inhibition, actives largely listed as inhibitors; 210,000 tested, 0.35% active;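 note: IP1 builds up when IMPase is blocked and the TR-FRET signal falls; potency is the fitted concentration of half-maximal effect; plate controls were basal vehicle for no effect and high inhibitor control for full effect; nearly all actives have a fitted effect of over 50% in size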
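IP1 accumulation measured by competitive TR-FRET in lysed CHO-M1 cells after 30 min compound exposure at 37C, with a small lithium addition to potentiate weak responses. Hill-equation AC50 from ratio and donor-channel data.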
HTT aggregate: reduces HttQ103-GFP aggregates in PC12 cells; PC12 HttQ103-GFP aggregates, Acumen cytometry, 40 h; Potency, µM (series often up to 46.1 µM), for the others: at the highest dose activity change, negative = inhibition, most hits filed as inhibitors; 220,000 tested, 1.1% active; note: potency is the fitted concentration of half-maximal effect; % is set by controls: 0 for no effect and ±100 for the full control effect; nearly all actives have a fitted effect of over 60% in size
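PC12 cells with ecdysone-inducible HTT exon1 Q103-GFP, induced by 100 nM tebufenozide, given compounds in a concentration series. GFP aggregates (1–25 um, 6 SD above background) counted in lysates by laser-scanning cytometry, 488 nm excitation.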
Luc counter: blocks Kinase-Glo luciferase, a counter-screen artifact. Q27757. Kinase-Glo luciferase, ATP luminescence, 8 min. Potency, µM (doses to about 38.3 µM), without a hit: at the top dose activity change, negative = inhibition, usual class: inhibitors. 200,000 tested, 0.28% active; note: potency is the fitted concentration of half-maximal effect; % is set by controls: 0 for no effect and ±100 for the full control effect; nearly all actives have a fitted effect of over 60% in size
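Recombinant Kinase-Glo luciferase, 10 uM ATP (linear range), luciferin; imidazole pH 7.2 / KCl / MgCl2 / Tween / BSA buffer; 8 min RT; luminescence.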
Numbers without * were called inactive; ? = inconclusive; / = not tested or not shown; [ ] = remark or other dose. Unless noted, calls come from the whole dose curve; as a rule, active = well fitted curve in the direction sought with a large enough effect; inconclusive = small, poorly fitted or top-dose-only effect, or another doubt; inactive = no such curve, though single readings can be large; an effect the other way counts as inactive or inconclusive.

Fields – Lamin A splicing, NPSR antagonist, CBFb RUNX1 block, Epigenetic derep, IMPase Li cell, HTT aggregate, Luc counter
- COc1ccc(S(=O)(=O)N2CCN(C(=O)COc3ccc4c(C)cc(=O)oc4c3)CC2)cc1
  ?, -19%[46.1 µM], -4%, -4.4%, /, -14%, /
- CCn1c(/C=C/c2ccccc2)nc2ccccc21
  -8%, -19%[46.1 µM], 14%, -1.1%, -5%[38.3 µM], -14%, 10µM*
- CCOc1ccc(-n2nc(C(=O)N3CCN(CC)CC3)c3ccccc3c2=O)cc1
  -3%, 7%, -6%, -1.0%, 5%, -3%, 0%
- Cn1c(SCC(=O)N2c3ccccc3Sc3ccccc32)nnc1-c1ccco1
  -15%, -20%[46.1 µM], -8%, -2.3%, 11%, -14%, 0%
- CCCn1c(Cc2ccccc2)nnc1SCC(=O)N1CCOCC1
  6%, -7%[46.1 µM], 4%, 0.2%, 26%[38.3 µM], 5%[1.84 µM], 0%
- Cc1cc(C2=NNC(=Nc3ccc(S(=O)(=O)N4CCOCC4)cc3)SC2)c(C)n1CC1CCCO1 (stereo not drawn)
  /, 18%, -9%, -0.3%, -4%, 8%, /
- CCOC(=O)c1ccc(NC2c3ccccc3C(=O)N2c2cccnc2)cc1 (stereo not drawn)
  4%, -18%, 1%, 0.0%, 2%, 25%, 3%
- Cc1cc2oc(=O)cc(COC(=O)Cn3cnnn3)c2cc1C(C)C
  -15%, 12%[46.1 µM], 2%, -0.1%, 2%, -13%, -2%
- Cc1ccc(COc2ccc(C(=O)NN)cc2)cc1
  -3%[46 µM], 12%, -4%, -0.6%[10.1 µM], 3%, 14%[9.22 µM], 1%
- COc1ccc(/C(C)=N/NC(=O)C2CC2)cc1
  /, 5%, 2%, -5.5%, -3%, 2%[9.22 µM], 4%
- CC(=O)Nc1ccc(S(=O)(=O)NCc2ccc(C(=O)NCc3ccc4c(c3)OCO4)cc2)cc1
  -2%, 0%[46.1 µM], -2%, 4.3%, 20%[38.3 µM], 6%, 2%
- Cc1c(O)c(CN2CCCCC2)cc2c3c(c(=O)oc12)CCC3
  5%, -5%[46.1 µM], 4%, 6.8%, -4%[38.3 µM], 30%, 5%
- CCOC(=O)CN1C(=O)N[C@@H](CCc2ccccc2)[C@@H](C(=O)OC)[C@H]1C
  2%[9.22 µM], /, -5%[13.1 µM], /, 6%, /, -9%[7.66 µM]
- NC(=O)NN=C1C2CCCC1C(c1ccccc1)NC2c1ccccc1 (stereo not drawn)
  /, 23%, -3%, 1.1%, /, 7%[9.22 µM], /
- CC(O)[C@@H](C(=O)N1CCNCC1)n1cc(CCCCN)nn1 (stereo partly drawn)
  /, -15%, 1%, 0.7%, 2%, 39%[9.22 µM], /
- COC(=O)CCCSc1nccn1-c1ccccc1
  2%[46 µM], 6%, 1%, 1.6%, 2%, 3%, 2%
- COc1ccc(CSCC(=O)NCCC(C)C)cc1
  /, -13%, 12%, 0.5%, -3%, -14%, 3%
- CC1CC(C)CN(CCCNC(=O)c2ccc3c(c2)NC(=O)C(N2CCCCC2)S3)C1 (stereo not drawn)
  9%, 6%[46.1 µM], 2%, 0.9%, 33%[activator][38.3 µM], ?, -3%
- N#Cc1c(-c2ccc(F)cc2)nc(-c2ccccc2)[nH]c1=O
  /, -26%, 14%, 2.0%, 0%, 17%[9.22 µM], 0%
- CCc1nnc(NC(=O)C2CC(=O)N(Cc3ccccc3)C2)s1 (stereo not drawn)
  /, 7%, -1%, -3.1%, 7%, 10%, -5%
- CCN(c1ccccc1)S(=O)(=O)c1ccc(OC)c(N=N/C(C(=O)Nc2ccccc2)=C(/C)O)c1
  11%[9.22 µM], -1%, -10%, 1.3%, 3%, 12%, 0%
- CC(C)CC(=O)Nc1cccc(NC(=O)CC(C)C)n1
  11%, 1%, 8%, 2.2%, 5%, -4%, 2%
- O=C(NCCCN1CCCC1=O)c1nnc(Cc2c(F)cccc2Cl)o1
  -2%, 12%[46.1 µM], 2%, 1.9%, 29%[38.3 µM], -23%, -4%
- COc1cccc(-n2c(SCC(=O)NCCc3ccccc3)nnc2-c2ccoc2C)c1
  10%, -18%[46.1 µM], -5%, 0.0%, 16%[38.3 µM], -6%, 0%
- COc1ccccc1NC(=O)COC(=O)CNC(=O)c1ccc(OC)c(OC)c1
  -1%, -3%[46.1 µM], 3%, 9.1%, 9%[38.3 µM], -1%, -1%
- NC(=O)c1ccsc1NC(=O)c1ccc2c(c1)CCCC2
  ?, -24%, -5%[2.36 µM], 0.3%, 4%, -13%, ?
- CCn1c(SCC(=O)Nc2nccc(C)n2)nc2ccccc21
  -12%[46 µM], -4%, 2%, 1.1%, /, 18%[9.22 µM], /
- CC1(C)NC(C(=O)O)Cc2c1[nH]c1ccccc21 (stereo not drawn)
  4%[46 µM], 12%, 9%, 0.9%, -2%, 18%, -3%
- CSC1=N/C(=C\c2cccnc2)C(=O)N1c1ccccc1
  -6%, -15%, 4%, 0.0%, 20%, -16%, -1%
- N#CCCN(C(=O)COC(=O)c1ccc(CNS(=O)(=O)c2ccc(F)c(Cl)c2)cc1)c1ccc(F)cc1
  -4%, -39%, -8%, -0.9%, 21%, 3%, -1%

Overlap with the part before: 4 compounds; new compounds follow.
Fields – Lamin A splicing, NPSR antagonist, CBFb RUNX1 block, Epigenetic derep, IMPase Li cell, HTT aggregate, Luc counter
- CCn1c(SCC(=O)Nc2nccc(C)n2)nc2ccccc21
  -12%[46 µM], -4%, 2%, 1.1%, /, 18%[9.22 µM], /
- CC1(C)NC(C(=O)O)Cc2c1[nH]c1ccccc21 (stereo not drawn)
  4%[46 µM], 12%, 9%, 0.9%, -2%, 18%, -3%
- CSC1=N/C(=C\c2cccnc2)C(=O)N1c1ccccc1
  -6%, -15%, 4%, 0.0%, 20%, -16%, -1%
- N#CCCN(C(=O)COC(=O)c1ccc(CNS(=O)(=O)c2ccc(F)c(Cl)c2)cc1)c1ccc(F)cc1
  -4%, -39%, -8%, -0.9%, 21%, 3%, -1%
- NC(=O)NC(=O)COC(=O)CCCc1c[nH]c2ccccc12
  1%, -3%[46.1 µM], -1%, -1.1%, -5%[38.3 µM], 11%, 2%
- O=S(=O)(N/N=C\C=C\c1ccccc1)c1ccc(Cl)cc1
  21%, -4%[46.1 µM], -4%, -1.2%, 6%[38.3 µM], 13%, -5%
- CC(=O)Nc1ccc(S(=O)(=O)Nc2cc(C)c(-n3nc4ccccc4n3)cc2O)cc1
  12%, -27%[46.1 µM], 1%, 2.3%, 33%[38.3 µM], -3%, 2%
- Cc1ccc2c(c1)nnn2C1CCN(C(=O)C23CC4CC(CC(C4)C2)C3)CC1
  -3%, ?, 19%, -1.2%, 20%, -26%, -1%
- O=C(NCCCc1ccccc1)C1CCN(c2nnc(-n3cccc3)s2)CC1
  -11%, -16%[46.1 µM], -10%, 5.6%, 7%[38.3 µM], 12%, 2%
- O=c1sc2ccccc2n1COc1ccccc1
  16%, -20%[46.1 µM], 21%, 0.0%, -7%[38.3 µM], 4%, 0%
- COc1ccc(C2c3c(n[nH]c3C)CC(C)(O)C2C(C)=O)cc1OC (stereo not drawn)
  ?, 0%[46.1 µM], -9%, -2.5%, -8%[38.3 µM], 6%, -1%
- COc1ccc(CCn2c(N3CCOCC3)nc3c2c(=O)[nH]c(=O)n3C)cc1
  -18%, -14%[46.1 µM], 0%, 0.6%, 24%[38.3 µM], 4%, -3%
- N#Cc1c(N2CCN(c3ccc(F)cc3)CC2)nc(N)c2c(N)nc3c(c12)CC(=O)N3C1CC1
  /, -10%, -8%, 0.0%, 4%, ?, -3%
- COc1ccc(CN2CCn3ncc(C(=O)Nc4ccccc4)c3C2=O)cc1
  ?, -22%[46.1 µM], -1%, 1.1%, -1%[38.3 µM], 18%, -2%
- CC(NC(=O)CSc1nc2ccc(N)cc2s1)c1ccccc1 (stereo not drawn)
  /, -4%, -6%, -1.1%, 12%, 10%[9.22 µM], -1%
- CC(C)C(NS(=O)(=O)c1ccc2c3c(cccc13)C(=O)N2)C(=O)O (stereo not drawn)
  2%, ?, -2%, -3.1%, -11%[38.3 µM], -3%, -2%
- COc1ccc(CC(=O)OCC(=O)Nc2ccc(Cl)c(S(=O)(=O)N(C)C)c2)cc1
  -2%[46 µM], 10%, 3%, -4.8%, 7%, -5%, 1%
- COc1ccc(C(Nc2cc(C)ccn2)c2ccc3ccc(C)nc3c2O)cc1 (stereo not drawn)
  /, -15%, -7%, -1.0%, /, -21%[9.22 µM], /
- CC(Sc1c[nH]c2ccccc12)C(=O)O (stereo not drawn)
  17%, -10%[46.1 µM], -1%, -4.5%, -14%[38.3 µM], 5%[9.22 µM], 1%
- CCn1c(SCC(=O)Nc2ccccc2N2CCCCC2)nc2c1c(=O)n(C)c(=O)n2C
  2%, ?, 21%, -0.8%, 12%[38.3 µM], -2%, 2%
- Nc1nc(CSCCO)nc(Nc2ccccc2)n1
  3%, -3%[46.1 µM], 0%, -2.0%, -1%[38.3 µM], 1%, 0%
- Cc1nn(-c2ccccc2)c(N)c1N=Nc1cccc(S(=O)(=O)N2CCOCC2)c1
  /, -42%, /, 0.0%, /, 3%[9.22 µM], /
- CCOC(=O)Cn1c(=O)oc2cc(S(=O)(=O)NC(C)(C)CC)ccc21
  /, 8%, 7%, 11%, /, -10%[9.22 µM], /
- COc1cc(-c2nnc(COC(=O)CSc3cc(C)c4ccccc4n3)o2)cc(OC)c1OC
  8%, -1%[46.1 µM], 4%, 1.0%, 1%[38.3 µM], -9%, -1%
- CCCS(=O)(=O)c1c(S(=O)(=O)CCC)c2cc(CC)ccn2c1C(=O)OC
  ?, -21%[46.1 µM], 5%, -2.0%, -6%[38.3 µM], 32%, -2%
- O=C(CSc1nnc(CNc2ccc(F)cc2)n1-c1ccccc1)N1CCOCC1
  0%, -1%[46.1 µM], 6%, 0.0%, -5%, 4%, 0%
- CCN(CC)S(=O)(=O)c1ccc2c(c1)N(CC(=O)NCCc1ccc(S(N)(=O)=O)cc1)C(=O)CO2
  /, -24%, -2%, 1.3%, -4%, 1%, /

An excerpt from above in order of the CBFb RUNX1 block value, rising:
Structure | CBFb RUNX1 block
CCN(CC)S(=O)(=O)c1ccc2c(c1)N(CC(=O)NCCc1ccc(S(N)(=O)=O)cc1)C(=O)CO2 | -2%
COc1cc(-c2nnc(COC(=O)CSc3cc(C)c4ccccc4n3)o2)cc(OC)c1OC | 4%
CCn1c(SCC(=O)Nc2ccccc2N2CCCCC2)nc2c1c(=O)n(C)c(=O)n2C | 21%

These rows are one share of the data. The share of hits here may be higher or lower than overall.
